# From PubChem
# HSP90 inh: HSP90 inhibitors, primary screen, cell lysate, luminescence; Heat shock protein HSP 90 (rabbit reticulocyte lysate; luciferase refolding); Rabbit reticulocyte lysate, luciferase refolding luminescence, 3 h; inhibition, % at 5.6 µM; actives 0.91% (n = 290,000);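 active = inhibition above the screen-wide mean plus 3 SD, computed separately per campaign, cut at about 16% in these data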;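 also: 0% = DMSO wells and 100% = 60 µM geldanamycin wells; inhibitors lower the luminescence because luciferase stays unfolded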
# IEC-6 tox: cytotoxicity in IEC-6 intestinal epithelial cells, primary screen, cytotoxicity control for KLF5 inhibitor project, cell-based, luminescence; actives 0.78% (n = 290,000); inhibition, % at 5 µM; AID 1825, 2009; IEC-6 cytotoxicity, luminescence viability; in the data active = inhibition above about 22%;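 also: 0% = plate median of test compound wells and 100% = cytotoxic reference compound wells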
# GSK3A inh: blockers of GSK3A enzyme activity – biochemical, luminescence, cell-free homogeneous, HTS, primary screen; Glycogen synthase kinase-3 alpha (Homo sapiens), P49840; GSK-3 alpha kinase, ADP-Glo luminescence, 60 min; inhibition, % at 10 µM; actives 0.1% (n = 320,000);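 in the data active = inhibition above about 50%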;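 also: GST-tagged GSK-3 alpha with peptide substrate and 25 µM ATP; 0% = DMSO neutral wells and 100% = GW8510 positive control wells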
# Target sequence (P49840 whole entry, looked up): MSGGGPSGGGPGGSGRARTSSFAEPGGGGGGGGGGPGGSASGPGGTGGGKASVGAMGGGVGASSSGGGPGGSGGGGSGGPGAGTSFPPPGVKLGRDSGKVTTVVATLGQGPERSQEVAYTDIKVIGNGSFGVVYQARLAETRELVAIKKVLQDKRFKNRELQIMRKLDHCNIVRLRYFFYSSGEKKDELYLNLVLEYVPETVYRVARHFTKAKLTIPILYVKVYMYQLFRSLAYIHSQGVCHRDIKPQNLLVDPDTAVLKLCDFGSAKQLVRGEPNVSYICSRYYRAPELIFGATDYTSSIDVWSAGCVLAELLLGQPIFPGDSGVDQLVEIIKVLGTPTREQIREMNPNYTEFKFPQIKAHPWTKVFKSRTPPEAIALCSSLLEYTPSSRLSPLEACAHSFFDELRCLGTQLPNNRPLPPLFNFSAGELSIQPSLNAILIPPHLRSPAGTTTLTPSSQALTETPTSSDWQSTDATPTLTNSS
# HIF act: HIF pathway transcriptional activators, primary screen, cell-based, U2OS HRE-luciferase, luminescence; U2OS HRE-luciferase reporter; normalized: DMSO 0%, desferrioxamine 100%; activation, % at 7.5 µM (by protocol); actives 0.32% (n = 300,000);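 active = mean activation of at least 10% of the iron chelator positive control signal, with at least half of replicates also reaching 10%; inconclusive = mean and replicate majority disagree about reaching 10%; inactive = mean and most replicates under 10%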
# AI-2 QS mod: Vibrio harveyi AI-2 quorum sensing modulators, primary screen, JMH597 strain, luminescence/OD600 ratio. actives 0.4% (n = 300,000). activity change, % at 7.5 µM. AID 2094, 2009. Vibrio harveyi JMH597 AI-2 luminescence/OD600 ratio, 9 h; active compounds read low; strain lacks LuxN and CqsS sensors; 0 = neutral-control median; in the data active = activity change below about -75%, passing the limit was not always enough; inconclusive = no clear call, values can overlap the other calls;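 also: luminescence divided by OD600 gain over 9 h not by final OD600 alone; inactives centre near 13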
# GSK3beta inhib: human GSK3beta kinase inhibitors, primary screen, biochemical, cell-free homogeneous, HTS; Glycogen synthase kinase-3 beta (Homo sapiens), P49841; GST-GSK3beta kinase, ADP-Glo luminescence, 60 min; active compounds read low; activity score (negative = inhibition), % at 10 µM; actives 0.038% (n = 300,000);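 active = more than half of replicate wells score below -50%, meaning over 50% inhibition versus plate controls; inconclusive = some replicates but at most half score below -50%; inactive = no replicate scores below -50%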;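 also: 0% = median DMSO wells and -100% = median GW8510 positive control wells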
# Target sequence (P49841 whole entry, looked up): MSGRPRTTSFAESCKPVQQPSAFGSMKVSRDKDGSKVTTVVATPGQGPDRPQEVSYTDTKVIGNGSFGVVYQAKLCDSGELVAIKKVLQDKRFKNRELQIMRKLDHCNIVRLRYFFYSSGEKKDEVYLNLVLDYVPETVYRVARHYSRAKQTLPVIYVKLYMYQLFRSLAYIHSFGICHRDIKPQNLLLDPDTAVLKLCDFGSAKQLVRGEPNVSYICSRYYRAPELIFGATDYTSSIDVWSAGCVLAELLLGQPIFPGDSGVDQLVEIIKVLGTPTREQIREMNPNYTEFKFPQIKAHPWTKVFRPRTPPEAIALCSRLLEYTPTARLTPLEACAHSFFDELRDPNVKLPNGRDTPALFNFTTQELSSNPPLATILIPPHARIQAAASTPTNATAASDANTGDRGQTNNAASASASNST
#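 Test system: GST-tagged human GSK3beta kinase, cell-free; evaluation: activity score scaled between in-plate DMSO and GW8510 controls; measured by: ADP-Glo luminescence; incubation: 60 min reaction, RT; benchmarks: DMSO and 20 µM GW8510; reagent: peptide substrate plus 25 µM ATP (final); medium: Tris/MgCl2 kinase buffer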
# HSF-1 act: HSF-1 activators, primary screen, NIH3T3-HGL cells, MG132 stress, luminescence, single point; NIH3T3-HGL HSF-1 luciferase reporter, 8 h; 100% = twice DMSO control signal; activation, % at 9 µM; actives 1.7% (n = 300,000);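 active = mean replicate activation of at least 50% with a set share of replicates each reaching 50%; inconclusive = only one of those two conditions met; inactive = mean below 50% and too few replicates reaching it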;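 also: 0% = median of the neutral control wells and 100% = twice that signal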
# HSF1 inhib: HSF1 inhibitors in luciferase reporter cells, primary screen, cell-based, NIH3T3, luminescence | activity change, negative = inhibition, % at 7.5 µM (by protocol) | NIH3T3-HGL HSE-luciferase, MG132-induced, luminescence 8 h; active compounds read low | AID 2098, 2009 | actives 0.77% (n = 300,000);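 active = more than half of replicate wells show activity change below -50%, luminescence cut by over half; inconclusive = some wells, but at most half, below -50%; inactive = no replicate well below -50%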;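 also: luciferase reports HSF-1 transcriptional activity via heat shock element; 0% = median of DMSO wells and -100% = zero luminescence signal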
# aSyn 5UTR inh: MLPCN primary screen, SNCA 5' untranslated region; alpha-synuclein 5'UTR reporter, inhibitor activity; actives 0.82% (n = 300,000); inhibition, % (tested at 7.5 µM); AID 1813, 2009; in the data active = inhibition above about 60%; inconclusive = no clear call, values can overlap the other calls;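 also: H4 neuroglioblastoma cells stably carrying SNCA 5'UTR luciferase fusion; 0% = DMSO wells and 100% = positive control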
# KLF5 inh: KLF5 expression inhibitors, primary screen, DLD-1 cells, luminescence | DLD-1 KLF5 promoter-luciferase reporter | inhibition, % at 5 µM | actives 0.23% (n = 290,000);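 active = inhibition above a per-plate limit of that plate's mean compound inhibition plus 3 SD, cut at about 60% in these data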;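 also: 0% = DMSO wells and 100% = LY294002 at 200 µM; higher means less KLF5 promoter-driven luciferase light; inactives centre near -14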
# An asterisk follows results filed as active; ? = inconclusive; · = no result given. Hits appear at their usual frequency, and some 4.7% of all compounds hit somewhere here.
SMILES,HSP90 inh,IEC-6 tox,GSK3A inh,HIF act,AI-2 QS mod,GSK3beta inhib,HSF-1 act,HSF1 inhib,aSyn 5UTR inh,KLF5 inh
CC1CCCCN1C/C=C/c1ccccc1[N+](=O)[O-] (stereo unspecified),3,6,-2,0.1,10,1,-2,2,8,-28
COCc1cc(=O)[nH]c(SCC(=O)Nc2ccccc2)n1,1,-11,-3,-0.2,32,1,10,0,-1,14
COc1cccc(NC(=O)Nc2cccn(Cc3ccc(C)cc3)c2=O)c1,3,-10,-1,-0.9,21,0,35,6,19,-5
CN(C)CCCN(C(=O)c1ccc(S(=O)(=O)N(C)C)cc1)c1nc2cc3c(cc2s1)OCO3,2,2,6,-0.1,25,2,-32,-35,-4,-26
O=C(CCc1ccccc1)NNC(=S)NC(=O)c1ccc(Cl)cc1,1,-6,-1,0.1,37,0,17,6,-24,-57
CCOc1cc(CNCc2cc(OC)cc(OC)c2)ccc1OC,4,-1,-3,-0.3,15,0,-15,-6,9,-38
COC(CNC(=O)Cn1nc(Cc2ccncc2)c2ccccc2c1=O)OC,-4,1,-5,-8.0,14,-2,24,-4,-15,-3
O=C1NN(c2ccccc2)C(=O)/C1=C\c1ccc2c(c1)OCO2,0,-4,3,0.1,9,3,?,25,-11,-17
C=CCN1C(=NC(=O)CCC)SC2CS(=O)(=O)CC21 (stereo unspecified),3,3,-1,-0.5,9,4,-12,-8,-3,4
Cc1nc2c(-c3ccc(F)cc3)c(C)nn2c(C)c1CCC(=O)N1CCN(c2ccccn2)CC1,-5,-3,-2,0.1,2,2,-1,1,16,-16
OC(CSc1ccc(F)cc1)CN1CCN(c2ccccc2)CC1 (stereo unspecified),0,0,-3,0.7,21,0,-7,-4,-18,0
O=C(COc1ccc2ccccc2c1Br)Nn1cnnc1,6,-5,-8,-0.1,44,-1,17,2,-7,-28
O=C(NCCOc1ccccc1)C1CCC(=O)N(Cc2ccc(Cl)cc2)C1 (stereo unspecified),-2,4,-2,0.6,6,1,9,0,-19,-33
COC(=O)c1sc2nc(-c3ccccc3)nc(N3CCN(C)CC3)c2c1C,3,2,·,-0.2,-9,-4,7,16,-54,0
CC1CCCC(NC(=O)C2CCN(S(=O)(=O)N3CCCCCC3)CC2)C1C (stereo unspecified),2,2,-1,0.4,4,2,-8,-4,0,-5
CCCn1c(=O)c2ccccc2n2c(SCCOc3ccccc3)nnc12,-3,-3,0,-0.1,27,4,-24,-9,19,-11
Clc1ccc(-c2nnc3n2-c2ccccc2SC3)cc1,-2,-2,0,-0.2,15,-2,3,-4,13,-1
O=C(O)CSCc1cnn(-c2ccccc2)c1-n1cccc1,-1,1,-3,-0.1,31,2,-7,0,0,-15
CCOC(=O)N1CCC(C(=O)Nc2ccc(OCC)cc2)CC1,-9,-8,-1,-0.3,13,2,-11,3,5,6
CCCCNC1=NCCS1,1,1,0,-0.3,34,-2,-4,-1,3,-29
Cc1oncc1C(=O)NC(C)C,4,-2,-1,3.6,-7,0,-49,-38,-10,-6
Fc1ccc(CN2CCN(c3ncnc4scc(-c5ccc(F)cc5)c34)CC2)cc1,2,-4,-1,-2.7,28,-1,30,15,28,-23
O=C(NCCS(=O)(=O)N1CCN(c2cccc(Cl)c2)CC1)C1CCCC1,·,·,0,0.4,18,4,1,-1,3,·
CCS(=O)(=O)N1CCC(C(=O)Nc2cc(C)ccc2O)CC1,0,3,-4,-0.4,2,0,38,3,-2,-13
CCC(c1nnc(SCC(=O)Nc2ccc(C(N)=O)cc2)n1Cc1ccccc1)N(C)C (stereo unspecified),-4,-11,-5,-0.3,22,1,0,-10,2,-7
CCCCOc1ccc(NC(=O)CCSc2nccn2C)cc1,-8,7,0,0.6,6,2,8,3,-49,-10
CC(=O)c1c(N2CCN(Cc3ccccc3)CC2)[nH]c(-c2ccccc2)nc1=S,2,-5,1,0.2,19,0,3,-7,-9,-6
O=C(OCCN1CCCC1=O)c1cc(F)c(F)c(F)c1F,3,4,0,-35,11,0,22,1,-31,-35
O=C(Nc1ccc(Cl)cc1)Nc1ccc(N2CCC(C(F)(F)F)CC2)nc1,-1,6,-12,0.4,24,-4,6,1,2,-16
CCOc1ccccc1Nc1nc(N)nc(CN2CCCCC2C)n1 (stereo unspecified),3,1,2,-0.5,18,0,-15,-5,-23,0

# Pulled by structure from above:
SMILES,HSP90 inh,IEC-6 tox,GSK3A inh,HIF act,AI-2 QS mod,GSK3beta inhib,HSF-1 act,HSF1 inhib,aSyn 5UTR inh,KLF5 inh
O=C(OCCN1CCCC1=O)c1cc(F)c(F)c(F)c1F,3,4,0,-35,11,0,22,1,-31,-35
Fc1ccc(CN2CCN(c3ncnc4scc(-c5ccc(F)cc5)c34)CC2)cc1,2,-4,-1,-2.7,28,-1,30,15,28,-23

# Later entries:
SMILES,HSP90 inh,IEC-6 tox,GSK3A inh,HIF act,AI-2 QS mod,GSK3beta inhib,HSF-1 act,HSF1 inhib,aSyn 5UTR inh,KLF5 inh
CCOC(=O)c1cn(Cc2cccc(Cl)c2)nn1,0,-1,·,-0.4,-4,1,-14,-6,11,-44
COc1ccc(CSc2nnc(-c3ccncc3)n2N)cc1,5,-2,-1,-0.2,-10,1,19,10,-44,-18
CCOC(=O)N1CCN(S(=O)(=O)c2ccc(C(=O)Nc3ccc(F)cc3F)cc2)CC1,7,20,-1,0.1,15,1,8,-16,69*,41
COc1ccc(NS(=O)(=O)c2ccc(NC(=O)c3ccccc3Br)cc2)nn1,0,6,-3,-0.8,14,-1,4,6,13,4
CCN1CCN(c2nc(-c3cccnc3)nc3ccccc23)CC1,5,12,8,-0.2,14,-5,-1,-4,-30,-16
Cc1cccc(-c2nnc(SCC(=O)NC3CCCC3)o2)c1,7,1,·,1.7,-3,-7,16,7,-35,-8
Cc1cc(/C=N/NC(N)=S)c(C)n1-c1ccc(Br)cc1,7,6,3,-0.1,5,-1,-20,-5,6,5
O=C(CN1CCN(c2ccc(F)cc2)CC1)Nc1cccnc1Cl,-2,-6,1,0.1,14,-3,-4,0,0,-37
Cc1ccc(S(=O)(=O)NNC(=O)c2ccncc2)cc1[N+](=O)[O-],3,4,4,-0.5,-3,2,18,8,11,-11
CCCC/C=C/C(NC(=O)c1ccc(-c2ccccc2)cc1)c1ccccc1 (stereo unspecified),·,·,-3,-0.3,23,-2,9,2,-18,·
O=C(c1ccc2c(c1)OCO2)N1CCC2(CC1)Oc1ccc(F)cc1C(=O)C21CC(c2cccnc2)=NO1 (stereo unspecified),·,·,6,-0.5,-9,2,-18,-4,10,·
CCn1c(=O)c2sccc2n(CC(=O)NCCC2=CCCCC2)c1=O,2,1,-2,0.2,34,4,-6,-2,0,-24
Cc1cccc(OCC(O)Cn2c(NCc3cccnc3)nc3c2c(=O)[nH]c(=O)n3C)c1 (stereo unspecified),-1,1,-1,-0.1,6,-5,3,-7,-8,0
COc1ccc(C(=O)/C=C/c2ccc(OC(=O)c3cc(OC)c(OC)c(OC)c3)cc2)cc1,-4,-3,0,-0.2,14,0,39,13,-54,1
OCCNCC(O)Cn1ccc2ccccc21 (stereo unspecified),2,8,1,0.5,30,-2,6,-5,18,-26
CCCCn1ccc(=O)c2c(C(F)(F)F)nccc21,-2,-4,3,0.1,17,-2,5,-3,3,-21
COc1ccccc1NC(=O)CSc1nnnn1-c1ccc(C(=O)O)cc1,3,0,0,0.8,23,3,35,2,-10,0
CCCC(=O)Nc1cc(Cl)ccc1C,0,0,-1,-0.7,33,6,-42,-26,23,6
CCCN1CCC(NC(=O)CCc2nnc(-c3ccccc3)o2)CC1,4,6,0,0.1,14,-1,-7,6,-10,-15
COCCn1cc(C(=S)N2CCOCC2)c2ccccc21,3,3,1,-0.7,16,2,3,3,4,-11
N/C(=N\OC(=O)c1cccc(Cn2cc(C(F)(F)F)ccc2=O)c1)c1ccc(Cl)cc1,7,0,-1,-0.5,19,1,8,10,-21,-40
CCn1cc(C(=O)NCCCOC)c(=O)c2cc(S(=O)(=O)N3CCC(C)CC3)ccc21,-3,12,-2,0.3,·,-1,5,1,19,-19
NC(=S)C(c1ccccc1)c1ncc(C(F)(F)F)cc1Cl (stereo unspecified),-3,-9,-1,-0.4,10,2,10,-1,3,-7
COc1cc(NC(=O)CSc2nccc(C)n2)c(C(=O)O)cc1OC,1,-4,-6,-0.3,27,2,-2,-10,26,-7
CN(C(=O)c1ccc2c(=O)n3c(nc2c1)CCCCC3)c1ccccc1Cl,4,4,1,0.2,23,2,-48,?,-4,-36
C=C(C)CNC(=S)N=Nc1c(O)[nH]c2ccc([N+](=O)[O-])cc12,2,0,1,-0.6,12,-6,6,-8,-35,11
O=C(O)c1ccc(-c2nc(-c3ccccc3)c(-c3ccccc3)[nH]2)cc1,-2,2,-2,-1.8,17,-3,-13,-18,2,-2
COC(=O)CSc1nc2ccc(C)cc2[nH]1,0,-3,0,0.2,9,4,-16,-3,23,3
Cc1cc(C(=O)CSc2nnc(NCc3ccccc3)s2)c(C)n1C,-4,12,-1,1.5,7,-1,-39,-22,-18,5
C[n+]1ccccc1/C=C/c1ccc([N+](=O)[O-])cc1,-1,-1,-1,-1.4,8,-6,1,-2,10,-30
COc1ccc(-c2cc(-c3ccccc3)nc(NN)n2)cc1OC,6,-2,0,2.4,10,3,10,0,1,-31
CCC1CCCCN1CCCNC(=O)CCC(=O)N1CCOc2ccccc21 (stereo unspecified),-2,1,-1,-0.3,21,3,3,-3,-11,-24
CCN(CC)Cc1cc(CCNC(=O)c2ccc(Cl)cc2)ccc1O,1,1,1,0.6,17,-1,-5,-2,-36,-22
Cc1cc(NC(=O)CSc2nc3c(cc2C#N)CCC3)no1,-4,0,-1,2.0,7,5,84*,55,-27,-213
CC(C)c1nc(SCC(=O)Nc2ccc(N(C)C)cc2)c2ccccc2n1,1,-1,2,1.0,10,-3,17,8,-17,-30
CC(=O)c1ccc(NC(=O)c2ccc(COc3ccccc3[N+](=O)[O-])o2)cc1,2,3,-1,0.2,9,2,11,-1,15,15
NC(=O)C1CCN(C2=C(NS(=O)(=O)c3ccccc3)C(=O)c3ccccc3C2=O)CC1,3,-4,-7,-0.2,1,-2,0,3,14,-21
